From PubChem
CHT allo act – allosteric activators of human choline transporter CHT | AID 488977 | 310,000 tested, 0.49% active | Q9GZV3 | B-score at 10 µM | CHT-expressing cells, membrane potential dye, choline EC20; stronger effect = higher value; LV-AA mutant CHT in HEK293 cells;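 active means initial fluorescence not abnormally high and integrated response B-score, plate-corrected, over 3 SD above library mean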
Target sequence (Q9GZV3 whole entry, looked up): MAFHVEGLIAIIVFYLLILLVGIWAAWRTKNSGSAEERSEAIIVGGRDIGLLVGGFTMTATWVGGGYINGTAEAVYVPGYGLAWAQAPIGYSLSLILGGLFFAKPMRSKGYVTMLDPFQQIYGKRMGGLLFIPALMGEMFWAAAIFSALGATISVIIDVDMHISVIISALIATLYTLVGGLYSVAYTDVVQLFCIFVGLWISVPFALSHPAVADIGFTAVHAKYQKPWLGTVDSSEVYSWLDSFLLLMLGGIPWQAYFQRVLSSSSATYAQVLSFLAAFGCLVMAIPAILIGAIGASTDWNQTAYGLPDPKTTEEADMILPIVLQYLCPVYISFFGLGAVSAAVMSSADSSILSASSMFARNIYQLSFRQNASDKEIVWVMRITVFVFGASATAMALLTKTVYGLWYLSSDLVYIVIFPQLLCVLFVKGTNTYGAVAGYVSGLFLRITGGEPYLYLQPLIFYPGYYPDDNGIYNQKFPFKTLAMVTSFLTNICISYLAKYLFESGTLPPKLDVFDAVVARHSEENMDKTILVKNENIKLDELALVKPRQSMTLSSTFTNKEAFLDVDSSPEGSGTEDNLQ
CHT block – human CHT choline transport inhibition | 310,000 tested, 0.86% active | AID 488975 | B-score at 10 µM | Q9GZV3 | CHT-expressing cells, membrane potential dye, choline response; stronger effect = lower value;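 active means B-score over 3 SD under the library average, and starting fluorescence ratio not unusually high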;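 further: choline stimulus applied at its EC90 after an EC20 pre-addition; B-score computed on integrated fluorescence ratio after choline addition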
The depositor's hits bear a star.

`COC(=O)C(NC(=O)c1ccc(Cl)cc1)(Nc1nc(C)cs1)C(F)(F)F` (stereo not given) gave CHT allo act inactive and CHT block inactive.
COc1ccccc1C(=O)N/C(=C\c1cn(S(=O)(=O)N(C)C)c2ccccc12)C(=O)N1CCCC1 was read as CHT allo act inactive and CHT block inactive.
Screening CCc1ccc(C(=O)CSc2nc3cc(S(=O)(=O)N4CCOCC4)ccc3n2CC)cc1 returned CHT allo act inactive and CHT block inactive.
`O=S(=O)(Nc1ccccc1O)c1ccc(Cl)nc1` gave CHT allo act inactive and CHT block inactive.
For COC(=O)c1c(NC(=O)Cc2ccccc2)sc2c1CC(C)(C)NC2(C)C the results were CHT allo act inactive and CHT block inactive.
`CCCCc1ccc(S(N)(=O)=O)cc1` gave CHT allo act inactive and CHT block inactive.
`Cc1ccc2cc(C)c3nnc(SCC(=O)N4CCCc5ccccc54)n3c2c1C` gave CHT allo act inactive and CHT block inactive.
O=C(NCCc1ccc(Cl)cc1)c1cnc2n(c1=O)CCS2 was read as CHT allo act inactive and CHT block inactive.
For O=C(Nc1nccs1)[C@@H]1CC=C[C@@H]2CCN(Cc3ccccc3)C(=O)[C@@H]21 the results were CHT allo act inactive and CHT block inactive.
Cc1cccc(NS(=O)(=O)c2nnc(NC(=O)c3ccc(Cl)cc3)s2)c1 was read as CHT allo act inactive and CHT block inactive.
COc1cc(/C=C2\SC(=Nc3ccccc3OC)NC2=O)ccc1O was read as CHT allo act inactive and CHT block -5.39*.
For COc1ccc(N2CCN(C(=O)CCc3nnc4ccc(N5CCCC5)nn34)CC2)cc1 the results were CHT allo act inactive and CHT block inactive.
Cn1nccc1NC(=O)Nc1ccccc1 was read as CHT allo act inactive and CHT block inactive.
CCCc1nc(SCC(=O)Nc2cc(C)on2)c2ccccc2n1 was read as CHT allo act inactive and CHT block inactive.
Screening CC(=O)Nc1ccc(S(=O)(=O)Nc2cc(C)c(-n3nc4ccccc4n3)cc2O)cc1 returned CHT allo act inactive and CHT block inactive.
For COC(=O)CCSC(=S)N1CCOCC1 the results were CHT allo act inactive and CHT block inactive.
Screening CC(=O)C1=C(c2ccccc2)NC(=O)NC1c1ccc(O)c(O)c1 (stereo not given) returned CHT allo act inactive and CHT block inactive.
For CCCCCCNC(=O)Cc1ccc(Br)cc1 the results were CHT allo act inactive and CHT block inactive.
`CCC(=O)NC(=S)Nc1ccc(NC(=O)c2ccco2)c(Cl)c1` gave CHT allo act inactive and CHT block inactive.
For CC(=O)c1ccc(NC(=S)NNC(=O)c2ccccc2[N+](=O)[O-])cc1 the results were CHT allo act inactive and CHT block inactive.
`Cc1occc1C(=O)Nc1ccc2c(c1)OCO2` gave CHT allo act inactive and CHT block inactive.
COCCCNC(=S)N/N=C/c1ccc(O)cc1 was read as CHT allo act inactive and CHT block inactive.
`Cc1cc(C)c2c(CC(=O)O)coc2c1` gave CHT allo act inactive and CHT block inactive.
`CN(C)C=NC(=O)c1ccc([N+](=O)[O-])c(CS(=O)(=O)c2ccc(Cl)cc2)c1` gave CHT allo act inactive and CHT block inactive.
Screening COc1cc2ncnc(NCc3cccc(Cl)c3)c2cc1OC returned CHT allo act inactive and CHT block inactive.
For COc1ccc(N2CCN(C(=O)c3ccc(C)cc3Cl)CC2)cc1 the results were CHT allo act inactive and CHT block inactive.
`O=C(CCn1c2c(c3ccccc31)CCCC2)NNC(=O)c1ccc([N+](=O)[O-])cc1` gave CHT allo act inactive and CHT block inactive.
`Cc1ccc(CN2C(=O)CCC2C(=O)NC2CC2)cc1` (stereo not given) gave CHT allo act inactive and CHT block inactive.
For CCc1nc(C)cn1S(=O)(=O)c1cc(Cl)c(OC)cc1Cl the results were CHT allo act inactive and CHT block inactive.
`CCSc1ccc(C(=O)Nc2ccc(Br)cn2)cc1[N+](=O)[O-]` gave CHT allo act inactive and CHT block inactive.
CCCN1C2CCCC1CC(NC(=S)Nc1cccc(C)c1C)C2 (stereo not given) was read as CHT allo act inactive and CHT block inactive.
Screening CCOc1ccc(N(Cc2cc3cc(OC)ccc3[nH]c2=O)S(C)(=O)=O)cc1 returned CHT allo act inactive and CHT block inactive.
Screening Cc1ccc(S(=O)(=O)N2CCCCC2)cc1NC(=O)COC(=O)Cc1ccc(Cl)cc1 returned CHT allo act inactive and CHT block inactive.
For COc1cccc(CC(=O)Nc2cccc3ccccc23)c1 the results were CHT allo act inactive and CHT block inactive.
CC1(C)CC(=O)C(C=Nc2ccc(O)c(N=CC3=C(O)CC(C)(C)CC3=O)c2)=C(O)C1 was read as CHT allo act inactive and CHT block inactive.
COc1ccc(-c2cn(-c3ccc(OC)cc3)c(=S)[nH]2)cc1 was read as CHT allo act inactive and CHT block inactive.
`CCn1c(SC)nnc1-c1nnc(SC)n1CC` gave CHT allo act inactive and CHT block inactive.
`CC(=O)Nc1ccc(NC(C)=O)s1` gave CHT allo act inactive and CHT block inactive.
`S=c1[nH]nc(-c2ccccc2)n1/N=C/C=C/c1ccco1` gave CHT allo act inactive and CHT block inactive.
`CSCC[C@@H](C(=O)NCCCCCCCCCCC(=O)N1CCNCC1)n1cc(CCO)nn1` gave CHT allo act inactive and CHT block inactive.
`N/C(=N\N=C\c1ccnc2ccccc12)SC1CC(=O)N(c2ccc(Br)cc2)C1=O` (stereo not given) gave CHT allo act inactive and CHT block inactive.
Screening O=C(Nc1cccc(F)c1)c1cc(S(=O)(=O)N2CCC3(CC2)OCCO3)ccc1F returned CHT allo act inactive and CHT block inactive.
Screening Cc1cc(Br)ccc1NC(=S)Nc1cccc([N+](=O)[O-])c1 returned CHT allo act inactive and CHT block inactive.
COc1cc([N+](=O)[O-])ccc1-c1ccc(/C=N/NC(=O)OC(C)(C)C)o1 was read as CHT allo act inactive and CHT block inactive.
For CCO[C@H]1OC(C(=O)N2CCOCC2)=C[C@@H](c2ccc3c(c2)OCO3)[C@@H]1CCCO the results were CHT allo act inactive and CHT block inactive.

As a short view, some entries already given:
Screening COc1cc2ncnc(NCc3cccc(Cl)c3)c2cc1OC returned CHT allo act inactive and CHT block inactive.
For COc1ccc(N2CCN(C(=O)c3ccc(C)cc3Cl)CC2)cc1 the results were CHT allo act inactive and CHT block inactive.
`O=C(CCn1c2c(c3ccccc31)CCCC2)NNC(=O)c1ccc([N+](=O)[O-])cc1` gave CHT allo act inactive and CHT block inactive.
`Cc1ccc(CN2C(=O)CCC2C(=O)NC2CC2)cc1` (stereo not given) gave CHT allo act inactive and CHT block inactive.
For CCc1nc(C)cn1S(=O)(=O)c1cc(Cl)c(OC)cc1Cl the results were CHT allo act inactive and CHT block inactive.
`CCSc1ccc(C(=O)Nc2ccc(Br)cn2)cc1[N+](=O)[O-]` gave CHT allo act inactive and CHT block inactive.
CCCN1C2CCCC1CC(NC(=S)Nc1cccc(C)c1C)C2 (stereo not given) was read as CHT allo act inactive and CHT block inactive.
Screening CCOc1ccc(N(Cc2cc3cc(OC)ccc3[nH]c2=O)S(C)(=O)=O)cc1 returned CHT allo act inactive and CHT block inactive.
Screening Cc1ccc(S(=O)(=O)N2CCCCC2)cc1NC(=O)COC(=O)Cc1ccc(Cl)cc1 returned CHT allo act inactive and CHT block inactive.
For COc1cccc(CC(=O)Nc2cccc3ccccc23)c1 the results were CHT allo act inactive and CHT block inactive.
CC1(C)CC(=O)C(C=Nc2ccc(O)c(N=CC3=C(O)CC(C)(C)CC3=O)c2)=C(O)C1 was read as CHT allo act inactive and CHT block inactive.
COc1ccc(-c2cn(-c3ccc(OC)cc3)c(=S)[nH]2)cc1 was read as CHT allo act inactive and CHT block inactive.
`CCn1c(SC)nnc1-c1nnc(SC)n1CC` gave CHT allo act inactive and CHT block inactive.
`CC(=O)Nc1ccc(NC(C)=O)s1` gave CHT allo act inactive and CHT block inactive.
`S=c1[nH]nc(-c2ccccc2)n1/N=C/C=C/c1ccco1` gave CHT allo act inactive and CHT block inactive.
`CSCC[C@@H](C(=O)NCCCCCCCCCCC(=O)N1CCNCC1)n1cc(CCO)nn1` gave CHT allo act inactive and CHT block inactive.
`N/C(=N\N=C\c1ccnc2ccccc12)SC1CC(=O)N(c2ccc(Br)cc2)C1=O` (stereo not given) gave CHT allo act inactive and CHT block inactive.
Screening O=C(Nc1cccc(F)c1)c1cc(S(=O)(=O)N2CCC3(CC2)OCCO3)ccc1F returned CHT allo act inactive and CHT block inactive.
Screening Cc1cc(Br)ccc1NC(=S)Nc1cccc([N+](=O)[O-])c1 returned CHT allo act inactive and CHT block inactive.
COc1cc([N+](=O)[O-])ccc1-c1ccc(/C=N/NC(=O)OC(C)(C)C)o1 was read as CHT allo act inactive and CHT block inactive.
For CCO[C@H]1OC(C(=O)N2CCOCC2)=C[C@@H](c2ccc3c(c2)OCO3)[C@@H]1CCCO the results were CHT allo act inactive and CHT block inactive.

(listing goes on)
Screening CC(C)c1ccc(NC(=O)C2CC2c2ccccc2)cc1 (stereo not given) returned CHT allo act inactive and CHT block inactive.
Screening CN1C(=O)C(C)(C)c2cc(S(=O)(=O)N(C)Cc3ccccc3)ccc21 returned CHT allo act inactive and CHT block inactive.
For Cc1ccc(C(=O)c2cc3c(cc2[N+](=O)[O-])OCCO3)cc1 the results were CHT allo act inactive and CHT block inactive.
`COCc1nnc(NC(=O)CCCCCN2C(=O)c3ccccc3C2=O)s1` gave CHT allo act inactive and CHT block inactive.
For N#CC1=C(N2CCOCC2)/C(=C\c2ccccc2)CC1 the results were CHT allo act inactive and CHT block inactive.
For Cc1cc(C)n2nc(C(=O)OCC(=O)NC(=O)c3ccccc3)nc2n1 the results were CHT allo act inactive and CHT block inactive.
Screening CC1C/C(=C/c2ccncc2)C(=O)/C(=C/c2ccncc2)C1 (stereo not given) returned CHT allo act inactive and CHT block inactive.
`O=C(N/N=C/C1CC=CCC1)c1ccccc1O` (stereo not given) gave CHT allo act inactive and CHT block inactive.
CCOc1cc(S(=O)(=O)Nc2cc(C)cc(C)c2)ccc1Cl was read as CHT allo act inactive and CHT block inactive.
Screening CCC(=O)NC(=S)Nc1ccc(NC(=O)COc2ccc(Cl)cc2Cl)cc1 returned CHT allo act inactive and CHT block inactive.
Screening CCC(=O)N1CCN(c2cc(NCC3CCCO3)c(F)cc2[N+](=O)[O-])CC1 (stereo not given) returned CHT allo act inactive and CHT block inactive.
`CCCCN1CC[C@H]2C=CC[C@@H](C(=O)NCc3ccc(OC)cc3)[C@H]2C1=O` gave CHT allo act inactive and CHT block inactive.
Screening Cc1ccc(S(=O)(=O)NC(=O)NCCCCNC(=O)NS(=O)(=O)c2ccc(C)cc2)cc1 returned CHT allo act inactive and CHT block inactive.
Screening CN(CC(=O)Nc1ccccc1Cl)C(=O)c1cccc(S(=O)(=O)N2CCN(Cc3ccccc3)CC2)c1 returned CHT allo act inactive and CHT block inactive.
Screening CC(=O)C1=C(c2ccccc2)NC(=O)NC1c1cccs1 (stereo not given) returned CHT allo act inactive and CHT block inactive.
`CCNc1nc(NC(C)C)nc(Oc2ccc(=O)n(C)n2)n1` gave CHT allo act inactive and CHT block inactive.
For CCN(CCO)C(=O)c1ccc2nc(Cc3cccc(Cl)c3)oc2c1 the results were CHT allo act inactive and CHT block inactive.
Screening CC(C)[C@H](NC(=O)N1CCn2c1nc1ccccc12)C(=O)N[C@H](Cc1ccccc1)C(=O)O returned CHT allo act inactive and CHT block inactive.
`COc1cccc(N2C(=NC(=O)CCC3CCCC3)SC3CS(=O)(=O)CC32)c1` (stereo not given) gave CHT allo act inactive and CHT block inactive.
N#CC1=C(SCc2ccccc2)NC(=O)C(C#N)C12CCCC2 (stereo not given) was read as CHT allo act inactive and CHT block inactive.
CC1=C(C(=O)N(C)C)C(c2cccc(Cl)c2)NC(=O)N1 (stereo not given) was read as CHT allo act inactive and CHT block inactive.
Screening CCCCNC(=S)N1CCn2cccc2C1c1ccc(F)cc1 (stereo not given) returned CHT allo act inactive and CHT block inactive.
CCOC(=O)N1CCN(C(=O)c2cc(OC)cc(OC)c2)CC1 was read as CHT allo act inactive and CHT block inactive.
`CCN1CCN(C(c2ccccc2)c2nnnn2Cc2ccc3c(c2)OCO3)CC1` (stereo not given) gave CHT allo act inactive and CHT block inactive.
Screening COCCCN1C(=O)c2ccc(C(=O)NCc3ccco3)cc2C1=O returned CHT allo act inactive and CHT block inactive.
For Cc1ccc(C)c(N/C(N)=N/c2nc(C)cc(C)n2)c1 the results were CHT allo act inactive and CHT block inactive.
CCN(CC)S(=O)(=O)c1cccc(NC(=O)COC(=O)CCC(=O)c2cccs2)c1 was read as CHT allo act inactive and CHT block inactive.
For CCOC(=O)c1[nH]c2cc(OC)c(OC)cc2c1NC(=O)CCN1CCSCC1 the results were CHT allo act inactive and CHT block inactive.
O=C(NNC(=O)c1ccc(Br)o1)c1ccc(NC(=O)c2ccccc2)cc1 was read as CHT allo act inactive and CHT block inactive.
Screening CCCc1nnc(NC(=O)c2cn(CC)c3cc(N4CCN(C)CC4)c(F)cc3c2=O)s1 returned CHT allo act inactive and CHT block -5.2*.
`COc1ccc(CC(=O)OCC(=O)NCc2ccc(Cl)cc2)cc1` gave CHT allo act inactive and CHT block inactive.
`O=C(Nc1ccccc1)N(CCCN1CCOCC1)Cc1cc2cc3c(cc2[nH]c1=O)OCCO3` gave CHT allo act inactive and CHT block inactive.
For Cc1nn(-c2ccccc2)c2nc(-c3ccccc3)cc(C(=O)N3CCOCC3)c12 the results were CHT allo act inactive and CHT block inactive.
`COc1ccc(NC(=O)CN2CCN(CC(=O)Nc3ccc(OC)c(OC)c3)CC2)cc1` gave CHT allo act inactive and CHT block inactive.
For O=C(CSc1nnc2c(n1)[nH]c1ccccc12)NCc1ccco1 the results were CHT allo act inactive and CHT block inactive.
COc1ccc(NC(=S)NNC(=O)c2ccco2)c(OC)c1 was read as CHT allo act inactive and CHT block inactive.
For COc1cccc(C(=O)OCCNC(=O)c2cccnc2)c1 the results were CHT allo act inactive and CHT block inactive.
`CC(C)CSc1ncc(-c2cccc(C(F)(F)F)c2)cn1` gave CHT allo act inactive and CHT block inactive.
For CCOC(=O)c1ccccc1NC(=O)c1n[nH]c(=O)c2ccccc12 the results were CHT allo act inactive and CHT block inactive.
CN1CCc2nc3sc(C(=O)C45CC6CC(CC(C6)C4)C5)c(N)c3cc2C1 was read as CHT allo act inactive and CHT block inactive.
